From PubChem BioAssay
H9c2 protect: myocardial damage modulation in H9c2 cells | H9c2 cardiomyocytes, H2O2 injury protection, ATPLite, 2 h | protection from H2O2 cell death, % at 20 µM | 360,000 tested, 0.63% active | AID 588492;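 active = compounds giving at least 50% protection of heart cells from peroxide-induced death in the single-dose screen, raw or plate-pattern-corrected value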;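 note: 0% = DMSO wells with peroxide and 100% = DMSO wells without peroxide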
hiPSC survival: increases survival of single human iPS cells; 360,000 tested, 0.044% active; AID 602274; survival enhancement, % at 20 µM; hiPSC single-cell survival, ATPlite luminescence; 100% = ROCK inhibitor wells, 0% = DMSO; in the data active = survival enhancement above about 18%;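 note: cells exposed to compounds for 16 hours before the ATP read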
HIF-2a inh: HIF-2a inhibition; 786-0 RCC cells HIF-2a reporter, luciferase luminescence, overnight; inhibition, % at 18.8 µM; 360,000 tested, 0.72% active; AID 624352;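 active = inhibition of the luminescence signal of 40% or more relative to plate controls, in a single-dose primary screen at 18.75 µM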
HTR2A ag: mouse HTR2A agonism via beta-arrestin recruitment. 360,000 tested, 0.66% active. P35363. activation, % at 7.6 µM. AID 624169. CHO-K1 mHTR2A beta-arrestin complementation, luminescence; percent of 30 µM serotonin response;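 active = activation above a run cutoff, the mean activation of all tested compounds plus 3 SD, cut at about 14% in these data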;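 note: 0% = plate median of compound wells and 100% = 30 µM serotonin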
NR2E3 ag-1: NR2E3 (human) agonism; Q9Y5X4; GST-NR2E3/biotin-RetCOR TR-FRET, 1536-well; inhibition of corepressor binding, % at 4.78 µM; 320,000 tested, 0.12% active; AID 2300;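 active = percent inhibition above the cutoff of mean plus 3 SD of all tested compounds, set per screening campaign, cut at about 20% in these data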;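 note: 0% = DMSO wells and 100% = biotin wells as full block of FRET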
Target sequence (Q9Y5X4 whole entry, looked up): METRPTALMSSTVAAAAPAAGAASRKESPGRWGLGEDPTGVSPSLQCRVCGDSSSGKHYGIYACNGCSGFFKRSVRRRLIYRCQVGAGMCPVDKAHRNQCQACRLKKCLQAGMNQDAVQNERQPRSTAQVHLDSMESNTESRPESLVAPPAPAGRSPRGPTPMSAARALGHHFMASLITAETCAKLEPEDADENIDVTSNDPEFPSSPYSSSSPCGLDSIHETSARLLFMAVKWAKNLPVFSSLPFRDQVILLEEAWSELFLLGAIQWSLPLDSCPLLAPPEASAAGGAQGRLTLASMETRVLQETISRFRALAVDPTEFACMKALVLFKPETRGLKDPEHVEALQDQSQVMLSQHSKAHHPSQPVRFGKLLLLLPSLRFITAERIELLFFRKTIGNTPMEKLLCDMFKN
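Material – GST-tagged NR2E3 plus biotinylated RetCOR corepressor · Quantity – NR2E3 fusion 1.35 nM · Times – 5 h incubation at 4 °C · Medium – pH 7.5 Tris-based buffer · Technique – TR-FRET, Eu(K)-anti-GST donor, streptavidin-D2 acceptor, ex 340, em 617/671 nm · Benchmarks – high control biotin, low control 0.6% DMSO · Format – 1536-well plates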
Shn3 inh set2: inhibitors of Schnurri-3 3'UTR reporter in osteoblasts; Clone20 osteoblast Shn3 3'UTR firefly luciferase, 24 h; inhibition, % at 12.5 µM; 360,000 tested, 0.52% active; AID 588674;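 active = mean inhibition of at least 75% with every replicate also reaching 75%; inconclusive = mean inhibition at least 75% but some replicate below; inactive = mean inhibition below 75%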;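 note: 0% = median of neutral control wells and 100% = pilot-screen positive control compound; some compounds past the cut are filed as inactive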
TRPM1 prom inh: MITF TRPM1 promoter inhibition in SK-MEL-5 cells | inhibition, % at 12.5 µM | AID 488899 | 330,000 tested, 0.83% active | SK-MEL-5 TRPM1 promoter luciferase, 24 h;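 active = mean inhibition across replicates of 60% or more, whatever share of single replicates reaches that level; inconclusive = some that reach 60%, reason not given; inactive = mean inhibition across replicates below 60%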; note: values of inactives mirror those of a sister screen read the other way
CaV13 FRET inh: Disruptors of the CACNA1D IQ motif to Ca2+-dependent inactivation inhibitor domain association, primary screening, Förster resonance energy transfer in intact living …; inhibition, % at 12.3 µM; HEK cells, CFP/YFP FRET ICDI-IQ, plate reader, 10 min; percent FRET-ratio fall versus neutral wells; AID 743397; 340,000 tested, 0.098% active;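 active = mean replicate inhibition of at least 30% and at least 1% of replicates passing that level; inconclusive = only one of the two criteria is met; inactive = neither criterion is met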;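 note: 0% = median of the neutral control wells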
PDI inh: inhibitors of human protein disulfide isomerase; inhibition, % at 10 µM; 350,000 tested, 0.052% active; AID 588391; P07237; PDI insulin aggregation turbidity, A650, 90 min;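 active = mean inhibition across replicates of 30% or more, whatever share of single replicates reach that level; inconclusive = mean inhibition below 30% while every single replicate reaches 30%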;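 note: absorbance from insulin aggregation driven by PDI reduction with DTT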
Target sequence (P07237 whole entry, looked up): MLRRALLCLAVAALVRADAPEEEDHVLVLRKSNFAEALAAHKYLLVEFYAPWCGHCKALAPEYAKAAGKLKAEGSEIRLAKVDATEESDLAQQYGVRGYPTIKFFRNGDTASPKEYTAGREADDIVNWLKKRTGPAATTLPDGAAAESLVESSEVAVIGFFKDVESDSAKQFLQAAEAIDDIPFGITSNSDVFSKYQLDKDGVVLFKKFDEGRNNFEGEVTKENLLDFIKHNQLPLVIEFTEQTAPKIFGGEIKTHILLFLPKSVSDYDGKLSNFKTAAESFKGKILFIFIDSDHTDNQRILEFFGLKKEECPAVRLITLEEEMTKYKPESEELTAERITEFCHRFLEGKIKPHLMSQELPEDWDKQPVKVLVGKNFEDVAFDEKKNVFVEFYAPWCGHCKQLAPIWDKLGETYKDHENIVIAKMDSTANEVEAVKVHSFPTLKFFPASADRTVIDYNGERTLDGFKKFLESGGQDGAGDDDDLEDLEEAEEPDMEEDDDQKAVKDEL
Peg3 prom inh: reduces Peg3 promoter-driven luciferase expression in HeLa. inhibition, % at 20 µM. 360,000 tested, 1.7% active. HeLa PEG-Prom luciferase reporter, luminescence, overnight;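 active = inhibition of at least 50% at 20 µM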
NR2E3 ag-2: human photoreceptor-specific nuclear receptor agonism; Q9Y5X4; CHO-S Gal4-NCOR/VP16-NR2E3 two-hybrid, luciferase; inhibition of corepressor binding, % at 3.98 µM; 360,000 tested, 0.35% active; AID 602229;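 active = inhibition above the mean of all tested compounds plus 3 SD, cut at about 70% in these data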;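 note: 0% = DMSO with NR2E3 transfected cells and 100% = cells lacking NR2E3 construct; higher means lower luciferase signal from less NR2E3 corepressor binding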
Active calls of the source: *; ? = inconclusive; . = not tested or not shown.

SMILES	H9c2 protect	hiPSC survival	HIF-2a inh	HTR2A ag	NR2E3 ag-1	Shn3 inh set2	TRPM1 prom inh	CaV13 FRET inh	PDI inh	Peg3 prom inh	NR2E3 ag-2
CC1=NN(C(=O)c2ccc(Cn3ccc([N+](=O)[O-])n3)cc2)C(O)(C(F)(F)F)C1 (stereo unspecified)	2	2.4	12	-3	-1	-7	-8	-5	0	16	5
Nc1nc(Nc2ccccc2)nc(NCCO)c1[N+](=O)[O-]	-1	0.6	-3	7	1	9	-22	3	0	22	-37
COc1ccc(-c2csc(NC(=O)CCCc3cccs3)n2)cc1	4	-0.2	7	-1	-2	-7	0	-4	-4	11	-21
Cn1nnc2cc(C(=O)NC3CCCCC3)ccc21	4	1.1	-34	0	0	-20	-13	.	-10	-43	-33
CCOc1ccc(Oc2nc(C)cc(OC)n2)nn1	-2	-0.9	11	0	-1	9	0	-4	1	3	-2
CCc1cc2cc(C)c(C)cc2nc1SCC(=O)Nc1cc(C)on1	-7	0.3	5	2	0	31	3	-2	-6	20	-9
COC(=O)C(Cc1ccc(O)cc1)NC(=O)C(C)Oc1ccccc1 (stereo unspecified)	11	1.9	2	-7	-2	6	5	-12	3	9	-9
CCOc1ccc(C(=O)COC(=O)CC)cc1	-3	-1.4	20	-4	0	9	-18	0	-1	-6	6
COc1ccc(S(=O)(=O)N2CCCCC2)cc1NC(=O)C1CC(=O)N(c2ccc3c(c2)OCCO3)C1 (stereo unspecified)	-5	-0.4	20	-1	5	15	4	-5	7	7	-8
O=C(CCCN1C(=O)S/C(=C\C=C\c2ccccc2)C1=O)Nc1ccc(C(=O)O)cc1	2	-0.5	-145	4	1	-5	-28	-3	-30	-58	54
Cc1ccc(CN2CCNC(=O)C2CC(=O)N(C)Cc2cnccn2)cc1 (stereo unspecified)	-1	-0.3	1	5	1	-2	6	-6	8	-7	-1
NCCCCCCNS(=O)(=O)c1cccc2c(Cl)cccc12	-16	-3.1	0	-7	2	-96	11	-6	-15	-17	-6

The listing continues.
SMILES	H9c2 protect	hiPSC survival	HIF-2a inh	HTR2A ag	NR2E3 ag-1	Shn3 inh set2	TRPM1 prom inh	CaV13 FRET inh	PDI inh	Peg3 prom inh	NR2E3 ag-2
COc1ccc(C)cc1S(=O)(=O)N(CC(=O)O)c1ccc(C)cc1	3	-0.8	21	2	-1	-30	16	.	2	16	-6
COc1cccc(NC(=O)C2CCN(S(=O)(=O)c3ccc4[nH]c(=O)oc4c3)CC2)c1	1	-0.6	9	-5	5	-13	8	-2	15	-6	-12
O=C(NCc1ccco1)c1ccc(-c2ccc(Cl)cc2)o1	-5	-0.7	-211	2	-3	-43	-17	-5	-5	-126	-1
CN(CC(=O)Nc1ccc(Cl)c(C(F)(F)F)c1)C(=O)C1CSC2(C)CCC(=O)N12 (stereo unspecified)	-8	-0.2	6	-3	4	12	-2	-5	5	4	-21
C/C(CC(=O)Nc1ccc(C)c(Cl)c1)=N\NC(=O)C1CCCCC1	0	0.3	-11	-9	1	6	-6	-5	2	11	-11
CCC(C)C(=O)Nc1nc(C)c(-c2csc(Nc3ccc(Cl)cc3)n2)s1 (stereo unspecified)	-24	2.6	1	1	1	81	26	-10	2	6	16
O=C(CC1Oc2ccccc2NC1=O)NCCCN1CCN(Cc2ccccc2)CC1 (stereo unspecified)	0	1.9	10	2	0	18	10	.	-3	2	-9
O=C(OCN1C(=O)c2ccccc2C1=O)c1cccnc1SC(F)F	0	-0.3	3	3	2	14	1	-3	4	10	-32
CC1(C)CC(=O)C(C=NCCN2CCN(C(=O)C34CC5CC(CC(C5)C3)C4)CC2)=C(O)C1	1	-0.3	7	-1	-2	11	-3	-5	-14	-1	0
COc1ccc(NC(=O)C2Cc3c(-c4ccccc4Oc4ccccc4)ccnc3O2)cc1 (stereo unspecified)	-10	-3.7	-1	-3	.	16	.	-4	2	20	-15
CNC[C@@H]1Oc2ccc(NS(=O)(=O)c3ccc(OC)cc3)cc2CC(=O)N([C@H](C)CO)C[C@@H]1C	5	0.7	12	0	.	-10	0	.	1	-22	-6
O=C(C[C@@H]1C/C=C\CC[C@H](Cc2ccc(F)cc2)C(=O)OC[C@@H]2CCCN2C1=O)NCCO	1	-0.2	10	-4	.	-7	-8	-10	0	7	-24

(list continues)
SMILES	H9c2 protect	hiPSC survival	HIF-2a inh	HTR2A ag	NR2E3 ag-1	Shn3 inh set2	TRPM1 prom inh	CaV13 FRET inh	PDI inh	Peg3 prom inh	NR2E3 ag-2
Cc1ccc(N(C(=O)c2snc(C(N)=O)c2N)C(C(=O)NCc2ccccc2)c2ccncc2)c(C)c1 (stereo unspecified)	6	-0.2	31	3	4	18	11	-2	5	11	-28
Cc1cc(NC(=O)COC(=O)C2CC(=O)N(c3ccccc3Cl)C2)no1 (stereo unspecified)	0	0.1	6	-1	1	-3	-1	-7	-1	7	1
O=C1CCCCCCC(=O)[C@H](O)C[C@H](c2ccccc2)O1	.	-0.3	-1	-1	.	.	.	-5	.	.	13
O=C(NCc1ccco1)c1c2c(nc3ccccc13)CCC2	13	-1.1	-50	-3	1	-5	-6	-5	7	-28	-19
CCN(c1ccccc1)S(=O)(=O)c1ccc(NC(=O)c2nc(S(C)(=O)=O)ncc2Cl)cc1	-18	9.4	92*	-9	-5	98*	100*	.	-5	108*	10
COc1cc(NC(=O)CSCc2ccc(Cl)cc2Cl)c(C(=O)O)cc1OC	0	1.1	11	5	6	2	-5	0	9	11	-8
CCOc1ccc2nc3c(cc2c1)CN(CCOC)C(=NCCOC)S3	5	-3.0	-32	-7	4	-2	-13	-4	-4	-12	-16
CC1(C)OC2OC(C(=O)N/N=C/c3ccccc3F)C3OC(C)(C)OC3C2O1 (stereo unspecified)	0	0.0	16	2	0	-9	1	8	-12	6	-31
O=C1N/C(=N/N=C/c2ccc(O)cc2)SC1Cc1ccccc1 (stereo unspecified)	-6	-0.4	-91	1	0	-3	-16	-4	8	-31	-2
COc1cccc(NC(=O)CN(C)C(C)C(=O)NC(=O)NC2CCCCC2)c1 (stereo unspecified)	-9	-0.5	1	4	-3	6	15	-5	-3	15	14
CN(CCOC(=O)c1ccc2c(c1)OCCO2)Cc1ccccc1	5	-1.8	-35	-3	-3	4	-18	.	-16	-96	-14
CCOc1ccc(NCc2cccn2-c2nnc(N3CCC(C(=O)NCCCN4C(C)CCCC4C)CC3)s2)cc1 (stereo unspecified)	-2	0.0	-7	-13	2	-4	49	-4	5	-4	-5

Carrying on:
Order of values – H9c2 protect	hiPSC survival	HIF-2a inh	HTR2A ag	NR2E3 ag-1	Shn3 inh set2	TRPM1 prom inh	CaV13 FRET inh	PDI inh	Peg3 prom inh	NR2E3 ag-2
- O=C(c1cccnc1)N(Cc1ccccc1)C(c1ccccc1)c1nc2ccccc2[nH]1 (stereo unspecified)
    23	0.5	-165	-4	.	-2	.	-3	.	-63	-33
- O=C(Oc1ccccc1OC(=O)N1CCOCC1)N1CCOCC1
    0	5.6	10	3	-1	-10	0	1	5	1	-18
- O=C(CSc1ncccc1-c1nc2ccccc2[nH]1)N1CCc2ccccc21
    -8	1.5	-59	-4	16	-48	-28	-5	-13	-53	-24
- COc1cc(C)nc(OCCNC(=O)COc2ccc(Cl)cc2Cl)n1
    -11	2.1	13	-6	4	-15	4	-6	-6	-8	-15
- CC(C)CCNC(=S)NC1CCCC1
    -1	2.7	-1	-1	7	1	10	-6	-8	6	10
- Cc1cccc(NC(=O)CCSc2ccccn2)c1
    -1	1.5	-166	0	5	-34	-64	-2	-5	-129	-9
- Cc1onc(-c2c(Cl)cccc2Cl)c1C(=O)c1c[nH]c(C(=O)NC2CC2)c1
    3	-1.6	16	-2	1	19	5	-5	5	1	-10
- O=C(c1ccco1)N1CCN(Cc2cc(=O)oc3cc(O)ccc23)CC1
    34	-0.3	6	7	-1	-5	-4	-4	?	-1	-14
- CC(C)CN(CC(C)C)C(=O)c1cc2c(=O)n3ccccc3nc2s1
    5	-0.2	12	4	1	-12	-1	-5	6	7	2
- Cc1nc(SCC(=O)NCC2CCCO2)[nH]c(=O)c1C (stereo unspecified)
    0	0.0	7	-2	1	-3	-4	-2	8	-5	-3
- O=C(CSc1nnc2ccc(-c3ccncc3)nn12)Nc1ccc(F)cc1
    0	0.0	25	-5	6	-3	8	-2	-2	-1	-26
- CCOC(=O)C1(C)CCN1C(=O)c1cccc(OC(F)(F)F)c1 (stereo unspecified)
    -3	-1.7	-10	4	.	8	.	-3	-4	2	-25
- COc1ccc(Nc2nnc(SC(C(=O)Nc3cc(C)ccc3C)c3ccccc3)s2)cc1 (stereo unspecified)
    -7	-0.3	4	-2	2	18	6	4	-8	28	-13
- COc1ccccc1Nc1nc(NCCC(C)C)nc(N)c1[N+](=O)[O-]
    -3	0.6	9	6	-1	7	.	-4	-5	27	12

Among those listed so far, four contain two or more sulfur atoms:
Order of values – H9c2 protect	hiPSC survival	HIF-2a inh	HTR2A ag	NR2E3 ag-1	Shn3 inh set2	TRPM1 prom inh	CaV13 FRET inh	PDI inh	Peg3 prom inh	NR2E3 ag-2
- COc1ccc(-c2csc(NC(=O)CCCc3cccs3)n2)cc1
    4	-0.2	7	-1	-2	-7	0	-4	-4	11	-21
- CCC(C)C(=O)Nc1nc(C)c(-c2csc(Nc3ccc(Cl)cc3)n2)s1 (stereo unspecified)
    -24	2.6	1	1	1	81	26	-10	2	6	16
- CCN(c1ccccc1)S(=O)(=O)c1ccc(NC(=O)c2nc(S(C)(=O)=O)ncc2Cl)cc1
    -18	9.4	92*	-9	-5	98*	100*	.	-5	108*	10
- COc1ccc(Nc2nnc(SC(C(=O)Nc3cc(C)ccc3C)c3ccccc3)s2)cc1 (stereo unspecified)
    -7	-0.3	4	-2	2	18	6	4	-8	28	-13
